# GPR7 antag – GPR7 receptor antagonists, primary screen, cell-based, fluorescence, single concentration | Neuropeptides B/W receptor type 1 (Homo sapiens), P48145 | GPR7-expressing cells, fluorescence antagonist assay | inhibition, % at 4.4 µM | 1.1% of 290,000 active | AID 1861, 2009; in the data active = inhibition above about 16%, passing the limit was not always enough;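 also: cells stimulated with the agonist NPW; 0% = agonist with vehicle and 100% = vehicle without agonist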
# PHOSPHO1 inh – PubChem AID 1565. recombinant PHOSPHO1, absorbance phosphatase assay. inhibition, % at 13.3 µM. Phosphoethanolamine/phosphocholine phosphatase (Homo sapiens), Q8TCT1. 1.1% of 290,000 active; in the data active = inhibition above about 60%
# p-CIP stab down – p/CIP-EGFP fusion destabilizers, primary screen, fluorescence, F442A cells; decrease of EGFP signal, % at 10 µM; 16 h; 0.01% of 290,000 active; Q05BA5;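 active = EGFP signal decrease of at least 30% at 10 µM or well 3 SD below plate mean, unless failing retest; inactive = the rest, including hits failing retest or dose response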; also: some compounds called inactive have numbers as strong as hits; many of its hits are not listed in these tables
# Target sequence (Q05BA5 1-1403): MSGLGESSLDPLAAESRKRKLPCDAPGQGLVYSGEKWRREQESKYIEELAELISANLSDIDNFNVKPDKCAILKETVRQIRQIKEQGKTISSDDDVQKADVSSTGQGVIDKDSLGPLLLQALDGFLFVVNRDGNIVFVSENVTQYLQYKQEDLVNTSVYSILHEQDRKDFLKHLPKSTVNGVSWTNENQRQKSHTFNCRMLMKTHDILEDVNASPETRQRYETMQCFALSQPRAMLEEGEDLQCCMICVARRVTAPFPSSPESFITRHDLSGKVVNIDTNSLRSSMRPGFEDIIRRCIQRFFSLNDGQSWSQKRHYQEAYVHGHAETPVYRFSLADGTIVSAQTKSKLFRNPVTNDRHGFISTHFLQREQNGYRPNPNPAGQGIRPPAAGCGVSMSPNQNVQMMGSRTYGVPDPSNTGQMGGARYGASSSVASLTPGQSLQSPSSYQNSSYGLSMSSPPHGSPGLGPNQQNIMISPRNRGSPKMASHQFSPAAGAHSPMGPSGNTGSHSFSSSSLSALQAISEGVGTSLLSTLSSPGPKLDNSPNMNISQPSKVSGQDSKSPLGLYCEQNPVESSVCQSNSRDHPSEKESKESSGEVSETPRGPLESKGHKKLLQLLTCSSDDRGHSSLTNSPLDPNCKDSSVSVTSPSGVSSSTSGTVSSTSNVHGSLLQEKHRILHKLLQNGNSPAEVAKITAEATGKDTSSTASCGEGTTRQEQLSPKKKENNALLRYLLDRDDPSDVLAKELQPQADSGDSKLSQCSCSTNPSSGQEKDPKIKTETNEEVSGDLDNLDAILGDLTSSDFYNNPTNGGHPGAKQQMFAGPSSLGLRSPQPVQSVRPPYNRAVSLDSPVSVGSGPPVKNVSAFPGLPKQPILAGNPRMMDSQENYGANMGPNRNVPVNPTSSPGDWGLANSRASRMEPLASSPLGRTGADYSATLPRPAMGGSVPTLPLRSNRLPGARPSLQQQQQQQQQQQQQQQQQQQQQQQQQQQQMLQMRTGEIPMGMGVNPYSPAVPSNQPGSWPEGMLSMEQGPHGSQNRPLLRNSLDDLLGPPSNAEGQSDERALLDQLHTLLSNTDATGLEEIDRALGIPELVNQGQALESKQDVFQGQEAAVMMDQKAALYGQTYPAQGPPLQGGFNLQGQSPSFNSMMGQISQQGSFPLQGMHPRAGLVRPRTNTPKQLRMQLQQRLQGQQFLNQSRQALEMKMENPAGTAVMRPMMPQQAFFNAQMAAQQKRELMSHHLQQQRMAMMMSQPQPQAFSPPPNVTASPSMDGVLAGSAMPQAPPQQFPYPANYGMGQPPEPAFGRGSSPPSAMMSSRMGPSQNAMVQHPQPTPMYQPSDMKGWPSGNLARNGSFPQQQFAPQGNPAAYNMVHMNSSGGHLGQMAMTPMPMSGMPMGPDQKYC
# PfM18AAP inh – PfM18AAP inhibitors, malaria aminopeptidase, primary screen, biochemical, QFRET, recombinant enzyme; H-Glu-NHMec fluorogenic cleavage; inhibition, % at 7.35 µM; 1.2% of 290,000 active;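 active = inhibition above the campaign mean inhibition over all tested compounds plus 3 SD, cut at about 28% in these data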;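 also: 0% = plate median of test compound wells and 100% = 2 mM ZnCl2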
# IDE act – human IDE activators in live cells, primary screen, fluorescence polarization, HEK cells, FAbeta-B substrate; FAbeta-B cleavage; 0% vehicle, 100% cell-free pure enzyme wells; AID 493087, 2011; activation, % at 5.96 µM; 0.073% of 340,000 active; Insulin-degrading enzyme (Homo sapiens), P14735;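 active = activation above the mean of all tested compounds plus 3 SD, set per screening campaign, cut at about 17% in these data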
# IDE inh – human IDE inhibitors in live cells, primary screen, fluorescence polarization, HEK cells, FAbetaB substrate; Insulin-degrading enzyme (Homo sapiens), P14735; 0.41% of 320,000 active; FAbetaB cleavage; inhibition, % at 5.59 µM;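 active = percent inhibition above the average of all tested compounds plus 3 SD, set per screening campaign, cut at about 16% in these data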;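 also: IDE supplied by intact live HEK cells; FP after avidin binding of uncleaved biotin substrate so inhibition keeps polarization high; 0% = DMSO wells and 100% = 60 µM reference IDE inhibitor Ii1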
# VIM-2 inh – VIM-2 metallo-beta-lactamase inhibitors, primary screen, biochemical, epi-absorbance readout, Pseudomonas aeruginosa enzyme; inhibition, % at 5.6 µM; purified VIM-2, nitrocefin hydrolysis, epi-absorbance fluorescence; 0.89% of 290,000 active; AID 1527, 2009;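 active = inhibition above the mean of all tested compounds plus 3 SD, cutoff set per screening run, cut at about 7.5% in these data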;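 also: red hydrolysis product quenches plate fluorescence so inhibitors raise well fluorescence; 0% = enzyme with DMSO and 100% = DMSO without enzyme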
# IMP-1 inh – IMP-1 metallo-beta-lactamase inhibitors, primary screen, biochemical, epi-absorbance readout, Pseudomonas aeruginosa enzyme; purified IMP-1, nitrocefin hydrolysis, epi-absorbance fluorescence; 0.45% of 290,000 active; inhibition, % at 5.6 µM; metallo-beta-lactamase IMP-1 (Pseudomonas aeruginosa);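 active = inhibition above the mean plus 3 SD of all compounds in the same screening run, cut at about 4.5% in these data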;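 also: 0% = IMP-1 with DMSO and 100% = DMSO wells lacking enzyme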
#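 Assay system: purified IMP-1; Quantity: IMP-1 0.2 nM before substrate addition; Medium: HEPES buffer pH 7.1 with ZnSO4 and Brij 35; Incubation: 15 min enzyme–compound preincubation, then 25 min nitrocefin reaction, 25 °C; Signal: fluorescence quenching readout, ex 480/em 530 nm; Controls: DMSO with and without IMP-1; Repeats: singlicate testing.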
# NALP1 inh – NALP1 inflammasome inhibitors in reconstituted yeast, colorimetric, S. cerevisiae, triplicate retest | S. cerevisiae NALP1/ASC/caspase-1 growth, X-gal OD620, 72 h | inhibition, % at 10 µM | 0.61% of 280,000 active; in the data active = inhibition mostly above about 24%, no sharp cut-off; inactive = mostly below about 32%; also: some compounds called inactive have numbers as strong as hits
# * = called active by the depositor; x = no result given.
SMILES,GPR7 antag,PHOSPHO1 inh,p-CIP stab down,PfM18AAP inh,IDE act,IDE inh,VIM-2 inh,IMP-1 inh,NALP1 inh
CC(C)CC(C(=O)NC1CCCCC1)N(Cc1cccs1)C(=O)c1snc(C(N)=O)c1N (centres undefined),-6,16,-6,7,9,-7,0.1,-1.2,5
O=C(CSc1ccc(-c2ccccc2)nn1)NC1CCCC1,-7,-28,-10,-14,2,0,0.5,-0.3,20
CS(=O)(=O)N(CC(O)Cn1c2ccccc2c2ccccc21)c1cccc2ccccc12 (centres undefined),29*,0,-3,-6,3,-3,-1.3,-0.4,-3
COc1ccc(C)cc1NC(=O)CSc1nnc(-c2ccc(Br)cc2)o1,5,-7,-12,-5,5,2,-4.1,-4.7,9
C=CCn1c(SCC(=O)c2[nH]c(C)c(C(C)=O)c2C)nnc1-c1ccncc1,6,49,-21,10,-2,-4,-1.6,-3.2,0
Cc1cccn2c(CNCCc3ccccn3)c(C(=O)N3CCOCC3)nc12,-8,38,-12,9,2,2,-3.0,-3.9,-2
Cc1cccc(N(CC(O)CN2CCCC2)S(=O)(=O)c2ccccc2)c1 (centres undefined),-2,6,10,-1,-3,1,-0.3,-4.4,7
COC(=O)c1ccc(C)c(NC(=O)CN(c2cc(OC)ccc2OC)S(C)(=O)=O)c1,2,1,-7,-1,1,-2,-2.0,-1.8,7
Cc1ccc(-c2nnn(CC(=O)N(C)C3CCCCC3)n2)o1,-4,41,-5,0,4,-4,-1.4,-0.9,0
CC(c1nc2ccccc2c(=O)[nH]1)N(C)CCOc1ccc(Cl)cc1 (centres undefined),-2,15,-5,-1,4,3,-3.7,-2.1,5
Cc1sc2ncnc(N3CCC(C(=O)NNC(=O)c4ccccc4Cl)CC3)c2c1C,-15,23,-4,4,-6,6,-0.8,-2.6,16
COc1ccc(OC)c(C(C)NC(=O)c2ccc(Br)cc2)c1 (centres undefined),-1,9,-2,1,1,-1,-0.6,-4.2,24
O=C(CSc1cccc[n+]1[O-])NC(=O)c1ccc(OC(F)F)cc1,-16,36,14,3,1,3,-1.7,-2.9,8
CCOC(=O)c1ccc(N2C(=O)CC(N3CC(C)OC(C)C3)C2=O)cc1 (centres undefined),-11,21,0,1,2,3,-1.1,-3.6,12
COc1ccc(N2CC(C)(C)C2=O)cc1,-8,40,-5,-1,6,4,-2.2,-2.1,-3
COc1ccc(/C=N/NC(=O)C2(O)c3ccccc3-c3ccccc32)cc1,3,7,-9,-1,2,6,-2.1,-3.5,23
Cc1ccc(S(=O)(=O)N2CCN(C(=O)CN3CCCCC3)C2)cc1,-18,-5,-7,-2,1,5,-2.6,-1.9,22
Cc1nc2cc(NC(=O)NCCCO)ccc2o1,-8,24,-2,-35,9,7,-2.5,-1.9,29*
COC(=O)/C=C1/N/C(=N\c2nc(C)cc(C)n2)N(c2cccc(C)c2)C1=O,-6,-15,-9,-4,0,-1,-2.9,-5.4,-1
CN1CCN(NC(=O)c2ccc(S(=O)(=O)N3CCCCCC3)cc2)CC1,-1,4,28,-10,2,7,-0.6,0.8,26
Cc1cccc(C)c1OCC(=O)N1CCc2ccccc2C1,-6,30,2,6,3,2,-2.7,-1.2,1
O=C1C2C3C=CC(C3)C2C(=O)N1CCCO (centres undefined),1,-1,-12,-1,2,1,-1.7,0.2,-75
CS(=O)(=O)N(CC(=O)O)c1ccc(C23CC4CC(CC(C4)C2)C3)cc1,-6,50,8,7,-12,9,-0.8,-2.8,-4
COc1cc(NC(=O)COc2ccc3c(C)cc(=O)oc3c2C)cc(OC)c1OC,-3,29,-5,-7,-1,6,-0.5,-4.0,21
O=Cc1cn(-c2ccc(F)cc2)c2ccccc12,-8,1,-12,2,-2,2,-3.0,-5.5,32
Nc1ccc(Oc2ccc3c(c2)C(=O)NC3=O)cc1,7,19,8,4,4,3,-0.7,0.1,14
CC(C)(C)C(=O)NC(=S)Nc1ccc(S(=O)(=O)Nc2nccs2)cc1,1,25,-16,1,1,7,-1.9,-1.5,21
COC(=O)CNC(=O)c1ccc(OC2CCN(C(=O)C3CC3)CC2)cc1,-14,27,2,0,-2,1,-2.0,-2.8,4
CCOC(=O)c1c(C)c(C(=O)NCC2CCCO2)c(C)n1C (centres undefined),-10,3,5,-7,-7,8,-3.1,-4.9,3
CCCCN=C(Nc1ccc(Cl)cc1)c1cccnc1,-6,18,19,3,2,1,-7.0,-2.6,33
Cc1noc(C)c1CSc1nnc(-c2ccccc2)n1N,-14,97*,-3,-16,-2,0,-3.0,-3.3,2
COCc1nnc(NS(=O)(=O)c2ccc(Cl)cc2)s1,13,14,-6,-5,4,x,-5.6,-0.5,12
COC(=O)COc1cccc(NC(=O)c2ccccc2)c1,0,9,-9,-7,6,2,-0.8,-2.9,-10
Cc1cccn2cc(-c3ccc(NC(=O)Cc4ccccc4)cc3)nc12,-11,32,1,-1,3,-2,-1.7,-0.6,5
Cc1ccc(N2C(=O)C3C4C=CC(CNC(=S)Nc5ccc(Cl)cc5)(O4)C3C2=O)cc1 (centres undefined),21*,-24,-16,-10,0,5,-0.9,-0.4,18
COc1cc2c(cc1OC)CN(S(=O)(=O)c1cccc(F)c1)CC2,5,29,6,1,2,6,-3.0,-1.5,15
COc1cccc(C2/C(=C(\O)c3ccc4c(c3)OCCO4)C(=O)C(=O)N2CC2CCCO2)c1 (centres undefined),-1,26,-10,6,1,x,-1.5,-1.1,8
COCCn1c(SCc2ccc(C(=O)OC)o2)nc2cc(Cl)ccc2c1=O,2,7,-14,-10,3,-2,-1.3,-1.6,2
Cc1ccc(/C=C/S(=O)(=O)NCC(=O)O)cc1,-9,-4,0,0,3,5,-2.4,-0.6,-12
COc1cc(/C=C(\C#N)c2nc3ccccc3o2)ccc1O,26*,24,-240,18,-224,88*,2.8,3.9,16
Cc1ccc(C(=O)NNS(=O)(=O)c2ccccc2[N+](=O)[O-])cc1,-14,-9,-33,2,4,0,-1.0,2.4,6
COC(=O)C1=C(NC(=O)COc2ccc3ccccc3c2)CCS1,-5,2,-3,2,3,2,-2.8,-1.3,22
O=C(CSc1ccc(Cl)cc1)N/N=C/c1ccc([N+](=O)[O-])o1,20,15,-7,6,-5,12,-5.2,-3.4,-9
Cc1ccc(-c2nn3c(C)nnc3c3ccccc23)cc1S(=O)(=O)N(C)CCO,-4,-7,2,-7,-4,6,21*,-3.4,-3
CC12C(=O)N(Cc3ccccc3)C(=O)C1C1C=CC2C1 (centres undefined),-1,-25,1,-15,1,1,-0.4,-1.4,7

# 3 structures out of the list, sorted by number of heavy atoms, smallest number first:
SMILES,GPR7 antag,PHOSPHO1 inh,p-CIP stab down,PfM18AAP inh,IDE act,IDE inh,VIM-2 inh,IMP-1 inh,NALP1 inh
Cc1ccc(/C=C/S(=O)(=O)NCC(=O)O)cc1,-9,-4,0,0,3,5,-2.4,-0.6,-12
COc1cc(/C=C(\C#N)c2nc3ccccc3o2)ccc1O,26*,24,-240,18,-224,88*,2.8,3.9,16
COC(=O)C1=C(NC(=O)COc2ccc3ccccc3c2)CCS1,-5,2,-3,2,3,2,-2.8,-1.3,22

# Carrying on:
SMILES,GPR7 antag,PHOSPHO1 inh,p-CIP stab down,PfM18AAP inh,IDE act,IDE inh,VIM-2 inh,IMP-1 inh,NALP1 inh
CC(C)OCCCNc1ncnc2c1nc1n2CCCC1,-6,9,2,0,-1,x,-0.6,-1.7,8
COc1ccc(S(=O)(=O)Nc2nc3ccccc3s2)cc1OC,-6,8,-7,7,3,-1,-3.4,-2.2,0
Cc1ccc(S(=O)(=O)N2CCC(=O)N(CCOC(=O)Nc3cc(C)cc(C)c3)CC2)cc1,-5,-11,-12,-6,0,3,-0.4,-2.5,23
C=CCn1cc(C(=O)NCc2ccc(Cl)cc2)c(=O)c2cc(S(=O)(=O)N(CC)CC)ccc21,-22,12,-8,0,3,-5,-0.2,-3.5,32
NC(=O)CC(NC(=O)Cc1ccc(Br)cc1)c1ccc(NCc2ccc(F)c(F)c2)c([N+](=O)[O-])c1 (centres undefined),x,48,-5,x,-2,5,x,x,x
CSc1ccccc1C(=O)Nc1ccc2c(c1)CCC2,10,24,-1,5,1,-6,0.2,-1.6,9
CC(=O)Nc1ccc(S(=O)(=O)NC2(C(F)(F)F)NC(=O)N(CC(C)C)C2=O)cc1 (centres undefined),-11,-1,15,5,7,-6,-1.9,-2.5,11
CCOCc1cn(CC(=O)c2ccc(Cl)cc2)c(C)nc1=N,-13,13,-2,-1,12,9,-1.8,0.6,27
Cc1cccc(N2CCN(S(=O)(=O)c3cc(-c4cc(C)no4)ccc3C)CC2C)c1 (centres undefined),31*,27,10,-1,5,-6,-0.2,-3.6,16
COc1ccccc1NC(=S)N1CC(C)(C)C1=O,-10,36,-6,6,2,2,-1.6,-2.9,10
COc1ccccc1C(=O)Nc1ccc(NC(=O)c2ccco2)cn1,-11,40,2,6,-3,4,-1.5,-2.2,10
Cc1cccc(NC(=O)C2CCCN(C(=O)NC3CCCCC3)C2)c1C (centres undefined),-6,-1,5,-3,6,-1,-6.7,-1.8,17
CCOC(=O)N1CCN(CC(O)c2c[nH]c3ccc(OC)cc23)CC1 (centres undefined),-17,46,-1,2,-1,1,-0.7,-1.4,31
CCOc1ccc(C(=O)Nc2ccc(NC(=O)c3ccco3)c(Cl)c2)cc1Cl,-6,-2,-14,15,-3,1,-2.4,-0.4,-3
Cc1nn(-c2ccccc2)c(N2CCCC2)c1/C=N/NC(=O)C1CC1,-4,41,-8,-5,0,1,-3.2,-4.9,19
CN(Cc1ccccc1)S(=O)(=O)c1ccc2c(c1)CCC(=O)N2,1,16,8,0,3,2,-1.2,-1.8,21
Cc1csc(NC(=O)CSc2ccccc2F)n1,0,-10,12,2,-3,-2,-2.6,-2.9,5
O=C(CSc1ccc2c(c1)OCCO2)NCCN1C(=O)CSC1=O,-7,-29,-8,0,4,2,-0.5,-5.1,20
CC(=O)c1ccc(NC(=O)Nc2cccnc2)cc1,-2,-1,-29,1,-3,x,-3.1,-2.1,1
O=S(=O)(NCc1cccnc1)c1ccc(Br)c2ccccc12,6,14,-14,-1,2,-1,-4.0,-1.4,11
CCn1c(COc2ccc(=O)n(-c3ccccc3)n2)nnc1SCc1ccccc1,-1,-33,1,1,4,3,0.5,-0.7,39
COc1ccc(C(=O)Nc2cc(=O)n(C)c(=O)n2C)cc1,-10,5,8,-1,0,-5,-4.8,-3.5,1
CCCCN(C(=O)Cn1nnc2ccccc21)C(C(=O)NCCOC)c1ccc(OC)cc1 (centres undefined),-15,-2,-26,5,5,6,-2.5,-3.4,-10
Cn1c(N)c(C(=O)COC(=O)c2cc(-c3ccccc3)nc3ccccc23)c(=O)n(Cc2ccccc2)c1=O,-10,-11,1,3,-3,1,-5.9,-3.5,37
O=C(Nc1ccccc1)N1CCCCC1c1cccnc1 (centres undefined),-9,-10,-14,3,5,0,-2.8,-4.9,8

# Compound activity from PubChem BioAssay.
